Source: PubChem BioAssay
Growth percent in the NCI-60 one-dose screen (48 h, 10 µM unless noted): 100 = growth as untreated, 0 = no growth, -100 = all killed.
UACC-257: UACC-257 melanoma. hit rate 4.4% among 78,000
MALME-3M: MALME-3M melanoma; hit rate 5.8% among 78,000
UACC-62: UACC-62 melanoma; hit rate 5.4% among 81,000
EKVX: EKVX NSCLC. AID 1794765. hit rate 3% among 71,000
HOP-62: HOP-62 NSCLC. hit rate 3.9% among 80,000
A549/ATCC: A549/ATCC NSCLC; hit rate 3.7% among 81,000; AID 1794740
M14: M14 melanoma. AID 1794745. hit rate 6.2% among 80,000
HOP-92: HOP-92 NSCLC cells; hit rate 6.3% among 71,000; AID 1794738
* marks the source's active call; other numbers are inactive results; nt = not tested or not shown. How the source made its calls: active means growth percent below 10; inactive means the rest.

| item | canonical_smiles | UACC-257 | MALME-3M | UACC-62 | EKVX | HOP-62 | A549/ATCC | M14 | HOP-92 |
| --- | --- | --- | --- | --- | --- | --- | --- | --- | --- |
| 1 | CC(=O)Nc1nc(-c2n[nH]c(=S)n2-c2ccc(Cl)cc2)cs1 | 109 | 97 | 104 | 103 | 97 | 95 | 98 | 98 |
| 2 | O=C1C(Cl)=C(Cl)C(=C2C(Cl)=C(Cl)C(=O)C(Cl)=C2Cl)C(Cl)=C1Cl | 103 | 115 | 102 | 113 | 103 | 95 | nt | 98 |
| 3 | CCC(=O)c1c(C(=O)OC)c(C(=O)OC)c2ccc3c4ccccc4ccc3n12 | 114 | 91 | 85 | 96 | 98 | 104 | 87 | 91 |
| 4 | COc1cc(-c2cc3ncccc3c3nc(OCCN(C)C)c4cccnc4c23)cc(OC)c1OC | 15 | 8.9* | nt | 33 | -46* | -38* | 23 | -8.7* |
| 5 | CCCCCCCCCCCCCCCCCC(=O)OCCCCCCC | 109 | 115 | 110 | 91 | 121 | 95 | 108 | nt |
| 6 | CC(=O)NC1=C(C#N)C(c2ccccc2)c2ccc3ccccc3c2O1 (stereo not drawn) | 78 | 87 | 54 | 92 | 67 | 91 | 72 | 53 |
| 7 | COc1cc(C2CC(=O)Nc3ncn(-c4ccc(F)cc4)c32)cc(OC)c1O (stereo not drawn) | 106 | 113 | 110 | 118 | 106 | 102 | 102 | nt |
| 8 | CN1CCN(Cc2ccc(NC(=O)c3ccc(C#N)c(C#Cc4cnc(N)c5ncccc45)c3)cc2C(F)(F)F)CC1 | -20* | -52* | 59 | 97 | 87 | 91 | 3.5* | 82 |
| 9 | Nc1ccc(C2=NN(c3ccccc3)C(c3ccc(Cl)cc3)C2)cc1 (stereo not drawn) | 82 | 105 | 90 | nt | 87 | 83 | 73 | nt |
| 10 | CCc1c(C)c2cc3nc(-c4ccc(N(C)C)cc4)oc3c(C)c2oc1=O | 80 | 103 | 100 | 93 | 88 | 79 | 102 | 94 |

Of the compounds above, these contain nitrogen in an aromatic ring.
| item | canonical_smiles | UACC-257 | MALME-3M | UACC-62 | EKVX | HOP-62 | A549/ATCC | M14 | HOP-92 |
| --- | --- | --- | --- | --- | --- | --- | --- | --- | --- |
| 1 | CC(=O)Nc1nc(-c2n[nH]c(=S)n2-c2ccc(Cl)cc2)cs1 | 109 | 97 | 104 | 103 | 97 | 95 | 98 | 98 |
| 3 | CCC(=O)c1c(C(=O)OC)c(C(=O)OC)c2ccc3c4ccccc4ccc3n12 | 114 | 91 | 85 | 96 | 98 | 104 | 87 | 91 |
| 4 | COc1cc(-c2cc3ncccc3c3nc(OCCN(C)C)c4cccnc4c23)cc(OC)c1OC | 15 | 8.9* | nt | 33 | -46* | -38* | 23 | -8.7* |
| 7 | COc1cc(C2CC(=O)Nc3ncn(-c4ccc(F)cc4)c32)cc(OC)c1O (stereo not drawn) | 106 | 113 | 110 | 118 | 106 | 102 | 102 | nt |
| 8 | CN1CCN(Cc2ccc(NC(=O)c3ccc(C#N)c(C#Cc4cnc(N)c5ncccc45)c3)cc2C(F)(F)F)CC1 | -20* | -52* | 59 | 97 | 87 | 91 | 3.5* | 82 |
| 10 | CCc1c(C)c2cc3nc(-c4ccc(N(C)C)cc4)oc3c(C)c2oc1=O | 80 | 103 | 100 | 93 | 88 | 79 | 102 | 94 |

New compounds follow
| item | canonical_smiles | UACC-257 | MALME-3M | UACC-62 | EKVX | HOP-62 | A549/ATCC | M14 | HOP-92 |
| --- | --- | --- | --- | --- | --- | --- | --- | --- | --- |
| 11 | O=C1CSC(c2c(F)cccc2Cl)N1NC(=O)C(O)(c1ccccc1)c1ccccc1 (stereo not drawn) | nt | 82 | 83 | 95 | 87 | 96 | 95 | 86 |
| 12 | CCOC(=O)c1nnn(Cc2cc(=O)oc3ccc(Cl)cc23)c1C | 92 | 104 | 92 | 99 | 103 | 93 | 96 | 95 |
| 13 | O=C(C1=CNC(=S)NC1c1ccc(O)cc1)c1cc2ccccc2oc1=O (stereo not drawn) | 107 | 108 | 96 | 107 | 91 | 101 | 96 | nt |
| 14 | Clc1ccc(-c2nnc(Cn3cc(-c4ccccc4)nn3)o2)cc1 | 99 | 101 | 90 | 101 | 95 | 103 | 97 | 109 |
| 15 | CC(=O)N/C(=C/c1ccccc1)C(=O)O | 101 | 87 | 90 | nt | 91 | 102 | 86 | 84 |
| 16 | c1ccc2cc(-c3ccnc(N4CCNCC4)n3)ccc2c1 | 102 | 97 | 89 | 73 | 79 | 73 | 79 | 31 |
| 17 | COc1cccc2cc(N(C)c3ncnc4ccccc34)ccc12 | 25 | 39 | 23 | 44 | 23 | 13 | 14 | 28 |
| 18 | CCC(=O)OC1=CN2C(=NC(c3ccc(N)cc3)=CC2c2ccc(Cl)cc2)S1 (stereo not drawn) | 96 | 97 | 103 | nt | 88 | 82 | 96 | nt |
| 19 | O=C(/C=C/C(=O)Nc1ccc(-n2nnc3cc(Cl)c(Cl)cc32)cc1)Nc1ccc(N2N=NC3C=C(Cl)C(Cl)=CC32)cc1 (stereo not drawn) | 95 | 95 | 86 | 76 | 91 | 92 | 92 | 94 |
| 20 | Cc1cc(N(CCCNc2ccnc3cc(Cl)ccc23)Cc2ccccn2)nc(N2CCCC2)n1 | 82 | 71 | 95 | 76 | 68 | 71 | 94 | 60 |
| 21 | COc1cc(CNC(=O)/C=C/C=C/c2ccc3c(c2)OCO3)ccc1OCc1cn(-c2ccc(F)cc2)nn1 | 91 | 81 | 64 | 85 | 96 | 82 | 87 | 91 |
| 22 | CCN(CC)C(=O)c1cccc(OC)c1OC | 103 | nt | 106 | nt | 96 | 112 | 108 | nt |
| 23 | Cn1ncc2c1NC(=O)CC2c1cccnc1 (stereo not drawn) | 98 | 101 | 105 | 113 | 98 | 91 | 97 | nt |
| 24 | O=C(O)c1c(Cl)cccc1Nc1ccccc1 | 109 | 109 | 94 | 111 | 110 | 100 | 100 | 86 |
| 25 | COC(c1cc2c(cc1Br)OCO2)C(C)Br (stereo not drawn) | nt | 104 | 115 | 93 | 83 | 74 | 91 | 107 |
| 26 | COc1ccc(/C=C/C(=O)c2c(C)nc3ccccc3c2/C=C/c2ccccc2)cc1O | 69 | 86 | 49 | 90 | 89 | 39 | 16 | 66 |
| 27 | Cc1cc(C)c(C#N)c(NN)n1 | 110 | 109 | 103 | nt | 100 | 98 | 108 | 94 |
| 28 | CCCCc1ccc(N=Nc2ccc(OCCOCCOCCO)cc2)cc1 | 68 | 98 | 60 | 72 | 79 | 72 | 86 | 61 |
| 29 | CC(C)OC(=O)COc1ccc(Cl)cc1Cl | 103 | 97 | 97 | 105 | 83 | 89 | 102 | 118 |
| 30 | OC(c1ccccc1)C(NCCNCc1ccccc1)c1ccccc1 (stereo not drawn) | 105 | 107 | 106 | 107 | 95 | 100 | 100 | nt |

Complete entries from above.
`Clc1ccc(-c2nnc(Cn3cc(-c4ccccc4)nn3)o2)cc1` reads UACC-257: 99; MALME-3M: 101; UACC-62: 90; EKVX: 101; HOP-62: 95; A549/ATCC: 103; M14: 97; HOP-92: 109
`Cc1cc(N(CCCNc2ccnc3cc(Cl)ccc23)Cc2ccccn2)nc(N2CCCC2)n1` reads UACC-257: 82; MALME-3M: 71; UACC-62: 95; EKVX: 76; HOP-62: 68; A549/ATCC: 71; M14: 94; HOP-92: 60

Later entries:
| item | canonical_smiles | UACC-257 | MALME-3M | UACC-62 | EKVX | HOP-62 | A549/ATCC | M14 | HOP-92 |
| --- | --- | --- | --- | --- | --- | --- | --- | --- | --- |
| 31 | COc1ccc(C)cc1-c1cc2ccccc2c(=O)o1 | 92 | 116 | 70 | 86 | 88 | 90 | 78 | 74 |
| 32 | C=CCN(CC=C)c1nn[nH]n1 | 119 | 105 | 108 | 104 | 110 | 109 | 104 | 81 |
| 33 | O=C1NC(=O)C(c2coc3ccc(O)cc23)=C1c1c[nH]c2ccccc12 | 103 | 78 | 74 | 50 | 98 | 100 | 59 | 76 |
| 34 | CNC(=S)N(C)N | 105 | 95 | 102 | nt | 100 | 107 | 101 | 100 |
| 35 | C#C[C@]1(O)CC[C@H]2[C@@H]3CC=C4c5sc(NCc6ccccc6)nc5CC[C@]4(C)[C@H]3CC[C@@]21C | -10* | 44 | 9.4* | 55 | 14 | 52 | 21 | 23 |
| 36 | CC1CC2(CC(CN(C3CCCCC3)C3CCCCC3)OC2=O)C(=O)O1 (stereo not drawn) | nt | 96 | 106 | nt | 97 | 101 | 100 | 77 |
| 37 | COc1ccc(C2=Cn3c(CCC(=O)c4nc5ccccc5[nH]4)nnc3SC2)cc1 | 107 | 102 | 106 | 90 | 94 | 106 | 111 | 78 |
| 38 | COc1cccc(/C=C/c2nc3ccccc3c(=O)n2CC(=O)Nc2ccccc2)c1 | 68 | 56 | 67 | 85 | 4.6* | 17 | 48 | 20 |
| 39 | CC(=O)Nc1ccc(S(C)(=O)=O)cc1 | 100 | 125 | 107 | 118 | 102 | 95 | 107 | 105 |
| 40 | CCN1C(=O)[C@@H]2[C@H](C1=O)[C@@H]1c3ccccc3C=NN1[C@H]2C(N)=O | 100 | 112 | 98 | 104 | 110 | 99 | 115 | 108 |
| 41 | C=C(C)[C@@H]1CC=C2c3sc(Nc4ccc(OC(F)(F)F)cc4)nc3C[C@@H](C)[C@]2(C)C1 | 97 | 96 | 91 | 104 | 106 | 99 | 104 | 112 |
| 42 | CCOC(=O)CC(C(=O)OCC)C(C)c1ccccc1 (stereo not drawn) | 97 | 105 | 99 | 98 | 103 | 100 | 100 | nt |
| 43 | COc1cc(-c2cc(-c3ccc(C)cc3)nc3nc(N)[nH]c(=O)c23)ccc1Oc1ccnc2cc(Cl)ccc12 | 90 | 104 | 87 | nt | 98 | 79 | 101 | 70 |
| 44 | CCCS(=O)(=O)Nc1cc(-c2cc(C#CCN3CCN(C)CC3)cnc2N)cc(F)c1OC | 102 | 99 | 101 | 100 | 100 | 104 | 102 | 99 |
| 45 | COc1ccc(S(=O)(=O)NCCCNc2nccc(-c3c(-c4ccc(F)cc4)nc4sccn34)n2)cc1OC | 87 | 98 | 69 | nt | 80 | 43 | 67 | 45 |
| 46 | COc1cc(NC(=O)c2cc3ccccc3cc2O)c(OC)cc1Cl | -22* | -24* | 24 | 9.3* | -30* | 5.7* | 4.6* | nt |
| 47 | CC1=C(C(=O)Nc2ccccc2)C(c2ccc3c(c2)OCO3)NC(=O)N1 (stereo not drawn) | 103 | 102 | 93 | 101 | 121 | 109 | 100 | 123 |
| 48 | CCCCSc1nnc(-c2c(C)nc3ccc(C)cn23)o1 | 105 | 103 | 78 | 73 | 69 | 97 | 88 | 52 |
| 49 | CCCC(C)(C)COC(=O)c1ccc(Cl)cc1 | nt | 103 | 102 | 95 | 90 | 62 | 103 | 107 |
| 50 | CNc1ncnc2c1ncn2-c1ccccc1 | 103 | 136 | 100 | 118 | 102 | 103 | 125 | 91 |
| 51 | CNc1ccc(/C=C/c2c(F)cccc2F)cc1 | 93 | 94 | 99 | 61 | 85 | 79 | 106 | 81 |
| 52 | N#CC1C(=O)CC(c2ccccc2)N2c3ccccc3SC12 (stereo not drawn) | 91 | 106 | 69 | 93 | 89 | 96 | 101 | 72 |
| 53 | Clc1cc(Cl)cc(N2N=C(c3ccccc3)CC2c2sc(Cl)nc2Cl)c1 (stereo not drawn) | 101 | 98 | 83 | 93 | 100 | 101 | 94 | 92 |
| 54 | CN(C)Cc1cc(CN(C)C)c(O)c(CN(C)C)c1 | 113 | 115 | 101 | 119 | 99 | 107 | nt | 91 |
| 55 | NNS(=O)(=O)c1ccccc1 | 97 | 78 | 83 | nt | nt | 100 | 103 | 89 |
| 56 | CN(C)c1ccc(NC(=S)Nc2ccc(N(C)C)cc2)cc1 | 112 | 91 | 99 | 106 | 101 | 103 | 106 | 97 |
| 57 | CCCCCCCCCCN1CCC(N2CCCCC2)CC1 | -91* | -44* | -80* | 37 | -65* | nt | -79* | -12* |
| 58 | C=CCn1c(SCC(=O)Nc2ccc(Cl)cc2)nnc1-c1cc(-c2ccc(OC)cc2)nc2ccccc12 | 99 | 90 | 87 | 73 | 110 | 50 | 88 | 91 |
| 59 | O=c1c2cc(F)ccc2sc2c(NCCN3CCCC3)nc3ccccc3c12 | 92 | 83 | 38 | 66 | 68 | 54 | 15 | 27 |
| 60 | CN1C(=O)CNC(=O)[C@H](NC(=O)c2nc3ccccc3cc2O)CSSC[C@H]1C(=O)NCCCc1nc2ccccc2cc1O | 84 | 110 | 19 | 85 | 82 | 48 | 14 | 120 |
| 61 | O=C(c1ccc(Cl)cc1)C1[C@H](c2ccccc2Br)[C@@H](c2ccccc2)NC12C(=O)Nc1ccc(Br)cc12 (stereo partly drawn) | 10 | 50 | 20 | 15 | 31 | 0.8* | 27 | 4.6* |
| 62 | CCCCCCCCCCCCN(CCO)C(=O)CCl | 106 | 110 | 92 | nt | 100 | 99 | 96 | 72 |
| 63 | CN1c2ccccc2[C@]2(Cc3ccccc3)Cc3ccccc3N[C@H]12 | 111 | nt | 87 | 114 | 120 | 109 | 104 | nt |
| 64 | O=c1[nH]cncc1F | 88 | 116 | 100 | 113 | 105 | 80 | 110 | 104 |
| 65 | O=C1C(c2c[nH]c3ncccc23)=C(c2c[nH]c3ncccc23)C(=O)N1O | 85 | 103 | 88 | 96 | 84 | 86 | 96 | 78 |
